Compound activity deposited in PubChem BioAssay by several laboratories.
BoNT F protease = blocks Botulinum neurotoxin F light chain protease; Multiplex microsphere protease cleavage assay, flow cytometry; inhibition, % at 10 µM; 0.22% of 360,000 active; AID 588497; in the data active = inhibition above about 35%, passing the limit was not always enough; inconclusive = no clear call, values can overlap the other calls; also: plate controls were buffer without enzyme for full effect and enzyme alone for no effect
PrPC surface inh = inhibitors of human cell surface prion protein PrPC | P04156 | TR-FRET read-out | inhibition, % at 13.8 µM | 0.43% of 370,000 active | AID 720596; in the data active = inhibition above about 24%; also: 0% = median of the test wells and 100% = reference compound wells
Mtb FBA inh = Mtb fructose-bisphosphate aldolase inhibition; purified M. tuberculosis FBA, fluorescence read-out; P9WQA3; 2.3% of 360,000 active; inhibition, % at 1 µM; AID 588726; in the data active = inhibition above about 27%;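 also: 0% = vehicle and 100% = reference inhibitor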
Target sequence (P9WQA3 whole entry, looked up): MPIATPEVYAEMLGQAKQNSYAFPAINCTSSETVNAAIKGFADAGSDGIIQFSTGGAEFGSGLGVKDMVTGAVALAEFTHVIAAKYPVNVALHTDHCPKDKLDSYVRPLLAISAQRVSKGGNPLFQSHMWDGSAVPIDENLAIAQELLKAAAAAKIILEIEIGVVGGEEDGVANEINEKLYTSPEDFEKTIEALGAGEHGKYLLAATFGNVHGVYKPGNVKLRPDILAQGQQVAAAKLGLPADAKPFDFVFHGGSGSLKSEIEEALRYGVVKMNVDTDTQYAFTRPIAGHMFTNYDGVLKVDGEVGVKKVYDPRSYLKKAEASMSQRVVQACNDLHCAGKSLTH
MazEF act = MazEF (E. coli) toxin RNase activation; AID 504720; 0.32% of 350,000 active; activation, % at 20 µM; FAM/BHQ RNA-DNA oligo cleavage fluorescence, 5 h; P0AE70; in the data active = activation above about 50%
Target sequence (P0AE70 whole entry, looked up): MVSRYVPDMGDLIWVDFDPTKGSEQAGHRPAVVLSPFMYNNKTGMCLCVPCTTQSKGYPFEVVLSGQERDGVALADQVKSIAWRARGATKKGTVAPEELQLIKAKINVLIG
Rv3671c protease = inhibitors of M. tuberculosis serine protease Rv3671c; AID 2606; inhibition, % at 5.96 µM; 0.048% of 320,000 active; in the data active = inhibition above about 38%;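 also: extracellular domain of Rv3671c used as enzyme; 0% = enzyme with DMSO and 100% = no enzyme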
Target sequence (P9WHR9 whole entry, looked up, the tested form may be a part): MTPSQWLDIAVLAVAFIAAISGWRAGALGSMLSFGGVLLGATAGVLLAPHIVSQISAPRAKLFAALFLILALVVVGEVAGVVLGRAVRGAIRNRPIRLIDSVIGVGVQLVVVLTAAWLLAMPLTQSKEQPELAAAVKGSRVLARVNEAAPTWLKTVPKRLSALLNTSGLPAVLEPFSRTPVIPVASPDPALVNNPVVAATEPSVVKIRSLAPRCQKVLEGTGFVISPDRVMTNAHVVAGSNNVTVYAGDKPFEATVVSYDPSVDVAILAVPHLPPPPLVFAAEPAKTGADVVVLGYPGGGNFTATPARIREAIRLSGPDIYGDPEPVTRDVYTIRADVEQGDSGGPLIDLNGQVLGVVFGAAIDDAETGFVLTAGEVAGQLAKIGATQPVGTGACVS
FadD28 binding = inhibitors of Mycobacterium tuberculosis FadD28 bisubstrate binding; FadD28 bisubstrate probe binding, fluorescence polarization; inhibition, % at 12.5 µM; 0.22% of 360,000 active; in the data active = inhibition above about 8.5%, passing the limit was not always enough; inconclusive = no clear call, values can overlap the other calls
UGM FP inh = inhibitors of M. tuberculosis UDP-galactopyranose mutase. P9WIQ1. purified UGM, fluorescence polarization probe displacement. inhibition, % at 10 µM. 0.06% of 320,000 active. AID 504406; in the data active = inhibition above about 10%, passing the limit was not always enough; inconclusive = no clear call, values can overlap the other calls
GDH-TPI inh = inhibits GDH-TPI coupling enzymes, artifact for Mtb FBA screen. GDH-TPI coupled enzyme counterscreen, NADH absorbance. AID 588335. inhibition, % at 4.8 µM. 1.2% of 360,000 active; in the data active = inhibition above about 30%;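 also: 0% = DMSO wells and 100% = wells lacking the enzyme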
Mtb BioA inh = inhibitors of Mycobacterium tuberculosis BioA enzyme. purified M. tuberculosis BioA enzyme, plate reader. inhibition, % at 9.99 µM. 0.096% of 360,000 active; in the data active = inhibition above about 40%; inconclusive = no clear call, values can overlap the other calls
* = called active by the depositor; u = inconclusive; x = no result given; & = joins results of further samples.

Results follow in this order: PrPC surface inh	BoNT F protease	Mtb BioA inh	MazEF act	GDH-TPI inh	UGM FP inh	Mtb FBA inh	FadD28 binding	Rv3671c protease
- O=C(NCc1ccccc1)Nc1cccn(Cc2ccc(F)cc2)c1=O
→ 5	-1	x	4	-7	-0.3	14	-4.2	-2
- CC(=O)N(c1ccccc1)C1CC(C)N(C(=O)c2ccccc2)c2ccccc21 (stereo unspecified)
→ -15	u	-0.4	4	2	3.5	1	-4.8	2
- O=C(CCCCO)c1ccc(O)c(Cl)c1
→ -2	8	-1.4	1	29	0.7	-1	-1.3	-10
- O=C(CN1C(=O)NC2(CCCCCC2)C1=O)c1ccc(OC(F)F)cc1OC(F)F
→ -1	-1	x	3	-1	0.0	1	-3.6	-1
- C[C@H]1CN([C@@H](C)CO)C(=O)c2cc(Br)cnc2O[C@H]1CN(C)C(=O)c1ccccn1
→ -7	2	0.0&-1.1&-2.6	1	2	x	0	0.4	x
- O=C1CCC/C(=N\NC(=O)c2ccc(COc3ccccc3-c3ccccc3)cc2)C1
→ 2	-10	-0.8	-9	-1	1.1	1	-12	6
- Cc1cc(C(c2nnnn2Cc2ccccc2)N2CCOCC2)c(C)n1-c1ccc2c(c1)OCO2 (stereo unspecified)
→ x	-2	0.0	-5	4	0.5	1	-3.5	6
- COc1ccc(NC(=O)C(CC(=O)O)Cc2ccccc2)cc1 (stereo unspecified)
→ -7	3	-1.6	-2	9	-1.0	0	-0.8	0
- O=C(Nc1cccc(Cl)c1)c1ccc2c(c1)SC1=NS(=O)(=O)CCN12
→ -7	-3	x	136*	1	x	0	-4.1	x
- CCOc1ccc(NC(=O)CNc2cccc(S(=O)(=O)N3CCCCCC3)c2)cc1OCC
→ 8	1	-3.0	1	10	-0.3	0	-0.8	3
- CCC(CC)C(=O)c1c[nH]c(C(=O)NCc2ccccn2)c1
→ 5	-1	-2.0	-5	6	0.5	7	0.6	-6
- Cc1ccc(S(=O)(=O)Nc2ccc3ccccc3c2)cc1
→ 13	-6	0.4	2	-6	x	0	0.2	x
- Cc1cc(=O)c2c([nH]1)c(C)cc1[nH]c(C)c(C)c12
→ -10	0	-15	-121	1	3.3	20	-1.2	4
- Cc1ccc(/C=C/C(=O)NC(C)c2ccccc2)cc1 (stereo unspecified)
→ 3	-7	x	6	7	0.5	1	0.3	-13
- CCOC(=O)CN(C(=O)CSc1nnc(Cc2ccccc2)n1-c1ccc(C)cc1)c1ccccc1
→ -4	-4	4.1	3	1	-0.4	0	-2.9	-12
- Cc1sc2ncnc(SCC(=O)N3CCCC(C(N)=O)C3)c2c1C (stereo unspecified)
→ -1	-8	0.8	2	-8	-1.7	-2	-3.2	7
- O=C1c2ccccc2C(Nc2ccc3nc(-c4cccnc4)[nH]c3c2)N1Cc1ccco1 (stereo unspecified)
→ 3	-4	24	16	18	0.5	-3	1.3	11
- CCOc1ccc(C2C(C#N)=C(N)Oc3c2c(=O)oc2ccccc32)cc1 (stereo unspecified)
→ 4	-6	-0.6	-2	3	x	5	-4.1	-1
- C[C@H](Cc1ccccc1)Nc1ncnc2c1ncn2[C@@H]1O[C@H](CO)[C@@H](O)[C@H]1O
→ 11	-7	-0.1	3	-2	-2.9	-1	-2.3	2
- Cn1cc(/C=N/NC(=O)c2ccccc2O)c2ccccc21
→ 4	u	0.6	3	59*	1.2	2	3.0	6
- COc1ccc(S(=O)(=O)c2c(O)c3ccc(C(=O)Nc4cccc(F)c4)cc3[nH]c2=O)cc1
→ -1	-5	12	3	16	2.0	1	-48	-23
- CN(Cc1nc(CCc2ccccc2)no1)Cc1cccs1
→ 4	-2	2.3	1	4	0.1	-1	-0.5	6
- C=CCn1c2ccccc2c2nnc(SC(CC)C(=O)Nc3sc4c(c3C#N)CCCC4)nc21 (stereo unspecified)
→ 0	-24	x	5	8	1.1	0	-0.4	-3
- Cc1ccc(OC(C)C(=O)Nc2ccncc2)cc1 (stereo unspecified)
→ 5	1	-0.5	5	8	1.2	0	-2.1	7
- CC(C)(C)c1ccc(NC(=O)COC(=O)CCN2C(=O)c3cccc([N+](=O)[O-])c3C2=O)cc1
→ 1	0	x	0	1	1.5	-4	0.0	-11
- O=C(O)CCC(NC(=O)C1CCCN1C(=O)OCc1ccccc1)C(=O)O (stereo unspecified)
→ -1	-2	x	-10	-5	-0.7	-2	-4.6	-30
- O=C(N1CCN(S(=O)(=O)c2ccc(Cl)cc2)CC1)n1ccnc1
→ -1	-1	5.7	3	5	-1.1	-1	-3.1	4
- Cc1ccc(-c2nc3ccccc3c(=O)n2NC(=S)N(C)C)cc1
→ -4	0	x	7	1	-2.3	4	0.1	4
- COc1cccc2c1C(CO)N1C(C#N)C3CC(C(=O)O)C(C1C2)N3C (stereo unspecified)
→ -4	0	-1.0	-6	-4	-3.0	2	-0.8	8
- CN(C1CCCCC1)S(=O)(=O)c1ccc2c(c1)c(=O)c(C(=O)NCCCN1CCCC1)cn2C
→ -9	-5	0.5	12	12	-0.1	1	-1.8	4
- O=c1[nH]c2ccccc2cc1CN(Cc1ccco1)S(=O)(=O)c1ccc(F)cc1
→ -1	1	1.9	1	5	2.2	2	-1.0	4
- COc1ccc(N/C(=N\c2nc(C)cc(C)n2)NC(=O)C(C)C)cc1OC
→ 3	4	0.6	5	4	-2.5	-10	-1.9	3
- CCC(C)C(=O)Nc1ccc(S(=O)(=O)N2CCCC2)cc1 (stereo unspecified)
→ 0	15	-0.8	3	5	-1.5	2	0.0	0
- O=C(c1cc(S(=O)(=O)N2CCOCC2)c(Cl)cc1Cl)N1CCCC1
→ 3	4	-0.6	14	-3	x	1	-2.0	x
- Cc1cccc(CCNS(=O)(=O)c2ccc3c(c2)oc(=O)n3C)c1
→ 8	-4	-0.3	-5	4	2.1	1	1.6	4
- N#CC1=C(N)Oc2cc(O)ccc2C1c1ccc2c(c1)OCO2 (stereo unspecified)
→ -5	-4	0.1	0	-4	-0.5	-1	-3.8	18
- CC1Cc2ccccc2N1C(=O)Cn1c(=O)oc2cc(S(=O)(=O)NC3CCCC3)ccc21 (stereo unspecified)
→ 8	0	0.6	7	2	1.6	6	0.8	-9
- O=C(c1ccc(NS(=O)(=O)c2ccc(F)cc2)cc1)N1CCN(c2ccccc2O)CC1
→ -7	0	0.3	4	2	1.9	1	-0.7	3
- CCSc1nc2sc3c(c2c(=O)[nH]1)CC(C)(C)OC3
→ 6	-9	-1.0	8	7	-0.7	0	-3.0	-8
- Cc1ccc(NC(=O)c2cc(NC(=O)CCC(=O)O)ccc2N2CCCCC2)cc1
→ 0	-5	0.0	-11	-3	0.4	-3	0.9	-8
- COC(CNC(=O)C1CCCN(S(=O)(=O)c2ccc3c(c2)oc(=O)n3C)C1)OC (stereo unspecified)
→ 4	-4	-1.1	12	-7	1.2	4	-2.5	1
- CCOc1cc(C(=O)N/N=C/C(Br)=C/c2ccccc2)cc(OCC)c1OCC
→ 3	-1	x	-7	32*	0.6	-3	-2.7	-35
- CCNC(=O)C1(C)CCN(C(=O)c2ccc(F)c(Cl)c2)C1 (stereo unspecified)
→ 3	3	-0.5	x	2	x	-3	-2.3	x
- Cc1ccc(S(=O)(=O)N(C)c2nc3ccccc3[nH]c2=S)cc1
→ 5	2	x	-10	9	-0.6	3	-0.7	-4
- COC(=O)CSc1nnc(CNS(=O)(=O)c2ccc(C)cc2)n1C
→ -3	-5	-1.6	3	0	-4.0	-3	0.7	-6
- COc1cccc(NC(=S)N(CCCN2CCOCC2)C(C)c2cc3cccc(OC)c3o2)c1 (stereo unspecified)
→ 1	-3	-0.5	4	12	-1.7	2	-0.8	0
- Cc1cc(F)c(F)c(C(=O)N2CCOCC2)c1Cl
→ 6	6	-1.2	6	-17	-3.2	-13	-2.2	0
- CC(C)C(NC(=O)c1ccco1)C(=O)NCc1ccc(C(=O)O)cc1 (stereo unspecified)
→ -6	6	0.2	9	2	3.4	-1	-0.1	0
- CCS(=O)(=O)Nc1c(C(=O)OC)[nH]c2ccccc12
→ -7	3	2.2	1	10	-3.2	4	-2.4	0
- O=C(Nc1ccc(F)cc1F)c1ccc2ncsc2c1
→ 9	-5	2.0	2	8	-1.7	2	-0.3	4
- Cc1cc(C(=O)N2CCC3(CC2)OCCO3)cs1
→ 2	-4	1.8	3	-4	-4.2	-3	-2.2	1
- CN(C(=O)CO/N=C/c1ccc(Cl)cc1)c1ccccc1
→ 3	6	x	3	-4	-1.0	1	-2.1	3
- COc1ccccc1NC(=O)CSc1nnc(NC(=O)C2CC2)s1
→ 6	-3	-2.9	4	5	-2.7	3	-1.5	11
- Cc1cc(-c2ccccc2)cc(C)n1
→ 1	-6	-2.2	0	3	x	-2	-0.3	x
- Clc1cccc(CN2C3=NCCCN3c3ccccc32)c1
→ 0	-9	1.1	4	3	1.0	-1	-6.0	6
- COc1ccc(C2C(C(=O)c3sc(C)nc3C)=C(O)C(=O)N2CCN(C)C)cc1 (stereo unspecified)
→ -6	-7	0.2	-7	8	-1.9	2	0.2	-1
- O=c1[nH][nH]c2ccccc2c1=O
→ 4	1	-1.3	-13	-3	2.1	3	-2.7	0
- Cc1cnc(=O)[nH]c1SCc1ccccc1F
→ 1	-1	2.0	2	-8	0.9	0	-1.2	-3
- Cn1nc(C(C)(C)C)cc1NC(=O)Nc1cc(Cl)cc(Cl)c1
→ 0	u	-0.7	-1	-21	4.2	-8	-11	-9
- COCCCNC(=O)c1ccc(NS(C)(=O)=O)cc1
→ -4	-7	-0.7	-1	4	-0.6	5	1.9	7

Overlap with the part before: three entries; new compounds follow.
Results follow in this order: PrPC surface inh	BoNT F protease	Mtb BioA inh	MazEF act	GDH-TPI inh	UGM FP inh	Mtb FBA inh	FadD28 binding	Rv3671c protease
- Cc1cnc(=O)[nH]c1SCc1ccccc1F
→ 1	-1	2.0	2	-8	0.9	0	-1.2	-3
- Cn1nc(C(C)(C)C)cc1NC(=O)Nc1cc(Cl)cc(Cl)c1
→ 0	u	-0.7	-1	-21	4.2	-8	-11	-9
- COCCCNC(=O)c1ccc(NS(C)(=O)=O)cc1
→ -4	-7	-0.7	-1	4	-0.6	5	1.9	7
- O=C1c2cc3ccccc3c(-c3ccccc3)c2C(=O)N1c1ccccn1
→ 4	3	x	-3	1	0.0	5	-2.6	4
- COc1ccc(NC(=O)CN(c2cccc(F)c2)S(C)(=O)=O)cc1OC
→ -1	2	0.0	2	-1	1.6	-2	-3.5	-2
- CC(Nc1nc(-c2ccc(F)cc2)cs1)c1nc2cc(Cl)c(N3CCCCC3)cc2n1CCCO (stereo unspecified)
→ 13	-21	-0.6	0	0	0.6	1	0.8	1
- CC(C)(C)C(=O)N1CCN(c2ccc(NC(=O)c3ccco3)cc2)CC1
→ -5	-10	-0.7	-1	5	-3.5	-2	0.7	8
- COc1ccc(-c2cc(C(=O)NC3CCCC3)no2)cc1OC
→ 3	-1	x	3	-7	2.4	-1	0.1	-5
- Nc1c(C(=O)NCc2ccc(Cl)cc2)sc2nc3c(c(C(F)(F)F)c12)CCC3
→ -2	6	-1.0	-20	9	0.9	0	-2.3	0
- CN(C)c1ccc(C=C2SC(=S)NC2=O)cc1
→ 3	12	-1.4	-415	28	x	1	x	x
- O=C(CCN1CCN(S(=O)(=O)c2ccc(Br)cc2)CC1)Nc1ccccc1F
→ -5	-1	-0.4	-6	-3	-1.4	-2	-2.1	19
- CCn1c(SCC(=O)OC)nnc1C1CCCCC1
→ -4	3	0.1	3	-2	-1.5	2	-0.5	5
- CCn1c2ccccc2c2cc(C#N)c(N)nc21
→ -8	0	-1.0	9	18	2.7	106*	-0.4	2
- CN(CCC#N)CC(=O)Nc1ccc(S(N)(=O)=O)cc1
→ -2	5	-0.8	-9	7	-1.6	0	1.1	3
- O=C(CC(=O)N/N=C\c1ccc(F)cc1)NCCc1ccccc1
→ -3	4	x	5	9	-2.1	4	-2.0	1
- COc1cc(CNCCc2ccc(S(N)(=O)=O)cc2)ccc1OCC(=O)NC(C)(C)C
→ 0	-8	0.6	6	6	1.2	1	-0.6	-1
- COc1ccc(C)cc1-n1nnnc1SCC(=O)c1cc(C)n(Cc2ccco2)c1C
→ -2	-1	-3.1	-16	5	-0.7	0	0.2	-3
- Cc1cccc2cc(C(c3nnnn3CC3CCCO3)N3CCCc4ccccc43)c(=O)[nH]c12 (stereo unspecified)
→ -3	-12	-2.5	8	19	-1.3	3	-0.6	-13
